From PubChem
HTT cytoprotect – cytoprotection in Huntington HTT-Q103 PC12 cell model; PC12 HTT-Q103 induced, cytoprotection, ATP luminescence, 40 h; Potency, µM (top dose mostly 56.4 µM), for the others: cytoprotection (ATP increase), usual class: activators; 230,000 tested, 0.14% active;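 note: potency is the fitted concentration of half-maximal effect; % of control where 0% means no effect; nearly all actives have a fitted effect of over 45% in size; toxic huntingtin expression switched on by the ecdysone agonist tebufenozide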
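Quantitative HTS on tebufenozide-induced (100 nM) PC12 cells expressing HTTQ103 exon 1–GFP; compounds tested as a concentration series; survival measured via cellular ATP.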
LMNA splice mod – modulators of lamin A splicing. Potency, µM (doses to about 46.1 µM), inactives show at the highest dose ratio change, negative = inhibition, most hits filed as inhibitors. 200,000 tested, 0.01% active. HeLa LMNA splicing GFP/RFP minigene ratio, 48 h; active = well fitted inhibition curve with a large enough effect in the signal ratio, with a control signal flat, not every such curve was filed as active; inconclusive = small, poorly fitted or top-dose-only effect, or effect the other way, or a change in a side signal; the % refers to the signal ratio; note: potency is the fitted concentration of half-maximal effect; % is set by controls: 0 for no effect and ±100 for the full control effect
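Read-out is the ratio of GFP to DsRed2 object intensity, acquired by 488 nm laser-scanning cytometry on HeLa lamin A-EGFP minigene reporter cells. Compound incubation 48 hrs at 37 °C in Opti-MEM with 2% FBS; DMSO 0.5% final.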
GAA glycogen mod – alters human alpha-glucosidase cleavage of glycogen; 300,000 tested, 0.38% active; recombinant GAA, glycogen substrate, Amplex Red glucose oxidase fluorescence; Potency, µM (highest dose often 76.4 µM), without a hit: at the top dose activity change, negative = inhibition, usual class: inhibitors; AID 2100;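 note: potency is the fitted concentration of half-maximal effect; 0% = full enzyme reaction and -100% = no-enzyme basal signal; the screen sought inhibitors and activators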
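Recombinant human enzyme (4 nM); glycogen substrate; 37 C, 40 min, pH 5.0. Readout: coupled glucose oxidase/Amplex Red fluorescence.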
aGlu spleen mod – inhibitors or activators of human alpha-glucosidase in spleen homogenate; 240,000 tested, 0.006% active; P10253; human spleen homogenate, 4-MU-alpha-glucoside fluorescence; Potency, µM (top dose mostly 79.9 µM), for the others: at the highest dose activity change, negative = inhibition, actives largely listed as inhibitors;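 note: potency is the fitted concentration of half-maximal effect; 0% = enzyme with vehicle and -100% = no enzyme basal signal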
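Compounds were titrated against alpha-glucosidase in spleen homogenate at pH 5.0, with 1 mM 4-methylumbelliferyl substrate for 40 min at 37 C. Reactions were quenched with pH 10 NaOH/glycine and fluorescence measured.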
GAA inhib – inhibitors of human lysosomal alpha-glucosidase. purified human GAA, 4-MU-alpha-glucoside fluorescence. Potency, µM (titrated, usually from 76.9 µM), for the others: at the highest dose activity change, negative = inhibition, usual class: inhibitors. AID 1466. P10253. 200,000 tested, 0.005% active;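 note: potency is the fitted concentration of half-maximal effect; plate controls were uninhibited enzyme wells for no effect and no-enzyme background for full effect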
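Read-out is 4-methylumbelliferone fluorescence (Ex 365/Em 440 nm) after NaOH/glycine stop at pH 10. Enzyme 4 nM, substrate 400 uM, pH 5.0 citrate buffer, 20 min room temperature; AC50 from Hill-equation concentration-response.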
CBFb RUNX1 block – inhibitors of human CBF-beta and RUNX1 interaction; AlphaScreen CBFb-His/RUNX1-biotin binding, biochemical; Potency, µM (doses to about 59.8 µM), for inactives: top-dose activity, negative = inhibition, hits mostly inhibitors; 230,000 tested, under 10 active; Q01196+Q13951; AID 1477; note: % of control where 0% means no effect
Target sequence (Q01196 whole entry, looked up): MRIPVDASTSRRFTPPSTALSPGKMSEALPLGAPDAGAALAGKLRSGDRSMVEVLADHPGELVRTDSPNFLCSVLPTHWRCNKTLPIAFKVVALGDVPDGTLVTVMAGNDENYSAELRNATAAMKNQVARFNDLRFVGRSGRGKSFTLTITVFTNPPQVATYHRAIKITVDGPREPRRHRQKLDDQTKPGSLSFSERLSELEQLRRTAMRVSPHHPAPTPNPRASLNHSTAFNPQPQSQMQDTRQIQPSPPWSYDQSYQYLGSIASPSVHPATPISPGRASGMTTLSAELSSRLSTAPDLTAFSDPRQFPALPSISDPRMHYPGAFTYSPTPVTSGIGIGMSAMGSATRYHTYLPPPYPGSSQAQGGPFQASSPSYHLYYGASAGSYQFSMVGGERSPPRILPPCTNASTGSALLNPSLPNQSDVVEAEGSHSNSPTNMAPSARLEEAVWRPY
Target sequence (Q13951 whole entry, looked up): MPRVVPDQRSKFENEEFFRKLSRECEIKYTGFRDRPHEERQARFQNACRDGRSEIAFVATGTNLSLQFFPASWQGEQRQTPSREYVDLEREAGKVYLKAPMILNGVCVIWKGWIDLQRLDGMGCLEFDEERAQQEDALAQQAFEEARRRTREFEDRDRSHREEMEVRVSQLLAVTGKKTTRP
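CBFb-His/RUNX1-biotin, 30 nM each, preincubated 20 min RT; compound 15 min RT; Ni + streptavidin beads 50 ng each, 90 min RT; AlphaScreen read.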
HttQ103 aggreg – mutant huntingtin aggregation inhibition | PC12 HttQ103-GFP aggregates, Acumen cytometry, 40 h | Potency, µM (titrated, usually from 46.1 µM), for the others: at the highest dose activity change, negative = inhibition, most hits filed as inhibitors | 220,000 tested, 1.1% active | AID 1688; note: potency is the fitted concentration of half-maximal effect; % is set by controls: 0 for no effect and ±100 for the full control effect; nearly all actives have a fitted effect of over 60% in size
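Using laser scanning cytometry, GFP-positive aggregates were counted after lysis of PC12 cells induced with 100 nM tebufenozide to express HTT exon 1 Q103–GFP. Compounds were tested in titration.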
The depositor's hits bear a star; ? = inconclusive; · = no result given; [ ] = dose if it differs, or a comment. Unless noted, calls come from the whole dose curve; as a rule, active = well fitted curve in the direction sought with a large enough effect; inconclusive = small, poorly fitted or top-dose-only effect, or another doubt; inactive = no such curve, though single readings can be large; an effect the other way counts as inactive or inconclusive.

Compound | HTT cytoprotect | CBFb RUNX1 block | aGlu spleen mod | GAA glycogen mod | LMNA splice mod | HttQ103 aggreg | GAA inhib
Cc1cc(C(=O)CN2C(=O)c3cccc(N)c3C2=O)c(C)n1Cc1cccs1 | -67%[inhibitor] | 24% | 5% | -3% | 10% | -19% | -1%
COC(=O)c1cc(OC)c(OC)cc1N=CC1=C(O)CC(C)(C)CC1=O | -2% | 4% | 2% | -8% | -8% | 14% | 6%
CCn1cc(C(=O)O)c(=O)c2cc(F)c(N3CCN(C(=S)NC(=O)c4ccccc4)CC3)cc21 | 12%[10 µM] | 10% | 1% | 2% | · | -14%[9.22 µM] | ·
Oc1ccc(-c2cn3cc(C(F)(F)F)ccc3n2)cc1 | -6%[0.074 µM] | 3% | 1% | -4% | -8% | 7% | 1%
COc1cccc(=O)c2c(C)n(C)c(C)c12 | 9%[10 µM] | -23% | 4% | 26% | -13% | -15% | -3%
CC(C)Nc1nnc(SC(C)C(=O)Nc2ccc(Cl)cn2)s1 (stereo not drawn) | -28% | 2% | 3% | -4% | 2%[46 µM] | -4% | -8%
CCOC(=O)CNC(=O)c1c(C)nn(-c2ccccc2)c1Cl | -4%[10 µM] | 8% | -1% | 2% | 6% | -13% | 2%
CC12CCC(C(=O)N3CCCc4ccccc43)(OC1=O)C2(C)C (stereo not drawn) | 5%[0.074 µM] | 0% | 3% | 9% | 3% | 17% | -1%
Cc1ccc(-n2ncc3c(SCc4ccccc4)ncnc32)cc1 | 13%[10 µM] | 6% | 4% | -7% | -10% | -8% | -2%
Cc1ccc(C)c(N2CCN(C(=O)CN3C(=S)NC(C)(C)CC3C)CC2)c1 (stereo not drawn) | -2% | -4% | -4% | 2% | 5%[9.22 µM] | -22% | 9%
Cc1ccc(/C=N/n2cnnc2)s1 | 8% | 1% | -6% | -2% | 3% | 4% | 3%
COc1ccc(Nc2cc(C)nc(N)n2)cc1 | -1%[10 µM] | 13% | -2% | 0% | · | -6%[9.22 µM] | ·

Sorted by SMILES length (lowest first): part of the list above
Compound | HTT cytoprotect | CBFb RUNX1 block | aGlu spleen mod | GAA glycogen mod | LMNA splice mod | HttQ103 aggreg | GAA inhib
COc1ccc(Nc2cc(C)nc(N)n2)cc1 | -1%[10 µM] | 13% | -2% | 0% | · | -6%[9.22 µM] | ·
CCOC(=O)CNC(=O)c1c(C)nn(-c2ccccc2)c1Cl | -4%[10 µM] | 8% | -1% | 2% | 6% | -13% | 2%
CC12CCC(C(=O)N3CCCc4ccccc43)(OC1=O)C2(C)C (stereo not drawn) | 5%[0.074 µM] | 0% | 3% | 9% | 3% | 17% | -1%

Next section
Compound | HTT cytoprotect | CBFb RUNX1 block | aGlu spleen mod | GAA glycogen mod | LMNA splice mod | HttQ103 aggreg | GAA inhib
O=C(CCc1nc2ccccc2c(=O)[nH]1)OCc1ccccc1F | 19%[10 µM] | -5% | 0% | -8% | -9% | -12% | -2%
CCCCN(C(=O)NC(=O)Nc1nc2ccc(OC)cc2s1)S(C)(=O)=O | -44%[10 µM] | 3% | -6% | -1% | 13% | -20% | -4%
O=C(NCCCNC(=O)c1cccs1)c1cccs1 | -11% | 2% | 0% | -5% | -3% | -26% | 3%
CC(C)(C)OC(=O)NNC(=O)Nc1ccccc1C(F)(F)F | · | 14% | 5% | 22% | ? | -11% | 1%
COC(=O)C1=C(C(=O)OC)[C@@H]2Nc3ccccc3[C@@]23C[C@@H](C(=O)OC)N(S(=O)(=O)c2ccc(C#N)cc2)C3=N1 | -17%[10 µM] | 0%[13.1 µM] | 6%[17.4 µM] | · | 4%[9.22 µM] | · | ·
Cc1cc(Cl)ccc1Oc1ncc(-c2ccc(Cl)cc2)cn1 | -1% | 4% | -13% | 10% | 0% | -15% | 7%
COc1cc2c(cc1NC(=O)CN(C)Cc1cccc(OC)c1OC)oc1ccccc12 | 16%[0.074 µM] | -7% | 2% | -2% | ? | -1% | -6%
C/C(=C\c1ccccc1)C(=O)NCc1ccco1 | · | 13% | -12% | 23% | -6%[46 µM] | -2% | 4%
N#C/C(=C(/O)c1cccs1)c1nc2ccccc2[nH]1 | 17%[10 µM] | 3% | 2% | 6% | · | 33%[9.22 µM] | -2%[15.4 µM]
CC(C)(C)c1ccc(-c2conc2N)cc1 | -17%[10 µM] | 0% | -1% | -19% | ? | -13% | -3%
COc1cc(-n2c(=O)c3ccccc3n(Cc3ccccc3)c2=O)cc(OC)c1OC | -22% | -10% | -7% | 3% | 5% | 17% | -11%
c1ccc2[nH]c(SCC3CCCCO3)nc2c1 (stereo not drawn) | -161%[inhibitor] | -4% | -3% | 4% | · | 7% | -8%
COc1cccc(-c2nn(C)c3sc(C(=O)NCc4ccc(C)cc4)cc23)c1 | -36% | 1% | -1% | 8%[76.3 µM] | 9% | 15%[9.22 µM] | 0%
O=C(O)/C=C/c1coc2ccc(F)cc2c1=O | · | -12% | -7% | -2% | 0% | ? | -3%
Cc1ccccc1-c1nnc(-c2ccc(Br)cc2)o1 | -30% | 1% | -1% | -8% | 7% | 5% | -9%
O=C(CCN1CCN(C(c2ccccc2)c2ccccc2)CC1)N/N=C/c1ccc(O)cc1 | -10%[10 µM] | -5% | -4% | 11% | -2% | 21% | 0%
CC(=O)Nc1ccc(NC(=O)C/C(C)=N/NC(N)=S)cc1 | 1% | -5% | -4% | 7% | 0%[46 µM] | 21% | 0%
CN(C)S(=O)(=O)Oc1ccsc1C(=O)Nc1ccccc1Cl | 20% | 9% | -26% | -4% | 11% | -9% | 0%
Cn1c(SCC(=O)Nc2ccc(F)cc2)nnc1-c1cccnc1 | 9%[10 µM] | 5% | -6% | 4% | -17% | -11% | -26%
COc1ccccc1NCC(O)Cn1c2ccccc2c2ccccc21 (stereo not drawn) | -66%[inhibitor] | -20% | -3% | -6% | -25% | -31% | -11%
O=C(CSc1nncn1-c1ccccc1)Nc1cccc(S(=O)(=O)N2CCCCC2)c1 | · | -4% | 5% | -6% | 6% | -6% | 10%
O=C(CSCC(=O)OCC(=O)c1ccc(Br)cc1)Nc1ccc(Br)cc1 | -1% | -4% | -4% | 8% | 11% | -6% | 0%
COc1ccc2cc(N=Cc3nc(-c4ccc(C)cc4)oc3O)cnc2c1 | 5% | 4% | 1% | 4% | ? | 3% | 2%
COc1ccc(CNc2nc3nc(C)c(Cl)c(=O)n3[nH]2)cc1OC | -9%[0.074 µM] | 3% | -3% | 4% | -2% | -7% | -6%
CC1CCN(c2c(NCc3ccc(C(=O)N(C)C4CCCCC4)cc3)c(=O)c2=O)CC1 | 17%[10 µM] | 8% | -2% | -3% | · | 10%[9.22 µM] | ·
O=C(N/N=C/c1cn(CC(=O)N2CCOCC2)c2ccccc12)c1cccnc1 | -3%[10 µM] | 2% | 1% | 1% | · | -3%[9.22 µM] | ·
COc1ccc(-c2nnc(SC(C)C(=O)Nc3ccc4c(c3)OCCO4)o2)cc1 (stereo not drawn) | -23%[10 µM] | -4% | -2% | 0% | -11% | ? | 3%
O=C(NCc1ccccc1)c1cnc(-c2ccccn2)nc1C(F)(F)F | -13% | 0% | -11% | 3% | 2% | 6% | 0%
CN(C)C(=O)c1ccc(-c2cncnc2NCc2cccnc2)cc1 | -11% | · | 2% | · | 1% | · | ·
O=C(O)c1cccc(COc2ccc(CO)cc2Cl)c1 | -36%[10 µM] | -7% | -11% | 3% | -18% | · | 3%
O=C(C1CCCO1)N1CCN(c2ccc(F)cc2)CC1 (stereo not drawn) | -7%[1.9 µM] | 18% | 2% | 0% | -9% | 18% | 1%
Nc1ccc(-n2nncc2-c2ccccc2)cc1 | 4%[10 µM] | -9% | -8% | -1% | -2% | -6% | 2%
CN(c1ccccc1)S(=O)(=O)c1cccc(NC(=O)CCN2C(=O)C3CCCCC3C2=O)c1 (stereo not drawn) | -27% | -8% | -24% | 2% | -9%[46 µM] | -4% | -1%
CC(C)CCNC(=O)NC(=O)CSc1nnc(-c2ccccc2F)n1N | 11%[1.9 µM] | 10% | -8% | -1% | 2% | 5% | -3%
CN(Cc1nccn1C)C(=O)c1cc(COc2ccc3ncccc3c2)on1 | 26%[10 µM] | 1% | 8% | -6% | · | 0%[9.22 µM] | -3%
CC1CCN(S(=O)(=O)c2ccc3c(c2)oc(=O)n3CC(=O)N2c3ccccc3CC2C)CC1 (stereo not drawn) | 8% | -9% | 4% | 4% | 0% | -21% | -3%[15.4 µM]
Cc1ccc2c(c1)C(=O)CCN2 | 1% | 7% | -5% | 2% | -11% | -9% | 2%
Cc1ccc2oc(=O)c3cnn(CC(=O)NCCc4ccsc4)c3c2c1 | -27% | -6% | 0% | 5% | 3% | 7% | -9%
Cc1cc(C)n(CC(=O)NC2C(=O)N3C(C(=O)O)=C(CSc4nnc(C)s4)CSC23)n1 (stereo not drawn) | -17% | -5% | 2% | -4% | 2%[46 µM] | 11% | -2%
O=C1N=c2ccccc2=C1c1sc(=S)n(NC(=O)c2cccc(O)c2)c1O | 19%[10 µM] | 2% | -14% | -9% | -18%[46 µM] | -3% | -2%
CCC(=O)n1nc(-c2ccc(OC)cc2)nc1NCc1cccs1 | · | 7% | -3% | 4% | -2%[46 µM] | -5% | 1%
N=c1oc2cc(O)ccc2cc1C(=O)Nc1nc2ccccc2s1 | -1%[10 µM] | -5% | ? | -4% | -11% | -2% | ?
Cc1cccc(C)c1NC(=O)CCn1cnc2ccccc2c1=O | 3%[10 µM] | 3% | -7% | -18% | ? | 1% | 6%
O=C(CNC(=O)c1ccncc1)N/N=C/c1ccccc1[N+](=O)[O-] | -24% | -1% | -6% | 6% | · | -12% | 0%
CC(C)CC(=O)Nc1nc2c(c(=O)[nH]1)CCCC2 | 2% | 6% | 4% | 1% | -4% | 6% | 1%
COc1cccc(C(=O)N2CCN(Cc3ccccn3)CC2)c1OC | 14% | 15% | 2% | 1% | 7% | -13% | 3%
CCOc1ccccc1NC(=O)C(OC(=O)c1ccccc1)c1ccccc1 (stereo not drawn) | -7%[10 µM] | -4% | -9% | 5% | -4% | 18% | -5%
Cc1ccc(S(=O)(=O)N2CCCC2c2nc3ccccc3s2)cc1 (stereo not drawn) | 29% | 0% | ? | 2% | 3% | -9% | 3%
